Screening results (PubChem)
T cell modulator = T cell immune modulation candidate. calls only at 7 µM. 2C CD8+ T cell-vesicle binding, flow cytometry; active compounds read low. actives 0.068% (n = 330,000);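 active = response, share of CD8 T cells binding vesicles, and their 90th percentile fluorescence all below set limits, cut at about 80% in these data, passing the limit was not always enough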
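Assay system: 2C TCR transgenic mouse naive CD8+ T cells, MACS-purified | Read-out: CD8+ gate FL2 mean fluorescence as % of same-row positive control | Signal: High-throughput flow cytometry with anti-B7-1 and anti-CD8 staining | Timing: Binding step 1.5 h, 37 °C, antibody labelling 20 min, ice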
MT stabilizer = microtubule stabilizers in HeLa cells. AID 2205. HeLa tubulin immunostaining HCS, 24 h; share of cells brighter than vehicle mean+2SD. % tubulin-high responders, % at 10 µM. actives 0.83% (n = 200,000);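 active = plate Z-score above 3 for both tubulin-high and condensed-nucleus cell shares, with cell loss under 80%, at 10 µM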;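 note: anti alpha tubulin signal scored within the nucleus-defined area of each cell; some results filed as inactive read as strong as hits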
Autophagy mod = modulators of autophagy; actives 0.98% (n = 190,000); AID 463193; calls only at 10 µM (by protocol); MEF GFP-LC3 puncta imaging; test concentration mostly 10 µM;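 active = percentage of spot-positive cells more than 3 SD above its plate mean, without a fluorescence outlier flag or 80% toxicity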;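 note: spot-positive cell cutoff set from DMSO-treated cells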
PhoP inhibition = inhibitors of PhoP regulon expression, primary screen, Salmonella Typhimurium, GFP reporter (AID 1863); actives 0.16% (n = 300,000); S. Typhimurium PhoP-regulated promoter GFP reporter, 4 h; higher % means a stronger effect; inhibition, % at 50 µM, or IC50 in µM where a hit was titrated;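 active = inhibition over 29.93%, a cutoff 3 SD above the screen mean, later confirmed by dose response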;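 note: 0% = low Mg2+ inducing control and 100% = high Mg2+ repressing control; strong numbers were not always called active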
Lipid droplet = hepatic lipid droplet formation modulation; AML12 mouse hepatocytes, oleate lipid droplets, BODIPY imaging; inhibition, % at 6.5 µM; actives 0.4% (n = 240,000); AID 1656;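 active = lipid droplet intensity inhibited by at least 50%, with more than 500 cells counted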
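Technique: fluorescence imaging, 20x objective, two fields per well / Assay system: AML12 hepatocytes (mouse) / Measure: % inhibition of lipid droplet signal / Doses: 6.5 µM single-point dosing / Incubation: overnight exposure / Reagent: 100 µM oleic acid challenge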
Dynein transport = dynein cargo transport inhibition | 3617.4 mouse cells, GR-EGFP nuclear translocation imaging; test concentration mostly 20 µM; stimulated with dexamethasone, 1 µM; active compounds read low | z-score, hits read low | actives 0.47% (n = 220,000);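 active = plate z-score of nuclear minus cytoplasmic receptor signal below a set negative limit, without overly bright fluorescence or cell loss, cut at about -3.5 in these data, passing the limit was not always enough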;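 note: z-score of nuclear minus cytoplasmic ring GR-EGFP intensity difference per well; some compounds called inactive have numbers as strong as hits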
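Buffer or medium: tet-free, stripped-serum medium; Also added: dexamethasone, 1.0 µM final; Technique: high-content fluorescence imaging after fixation; Times: 48 h induction, 1 h compound, 30 min dex at 37 °C; Read-out: per-cell GR-EGFP intensity, nucleus versus surrounding cytoplasmic ring, well-averaged.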
b-catenin transl = modulators of beta-catenin nuclear translocation; HeLa beta-catenin nuclear translocation, immunofluorescence imaging; AID 1665; actives 0.3% (n = 190,000); nuclear translocation activity, % at 5 µM;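 active = nuclear translocation activity above 50% at 5 µM, with a well cell count of 50 or more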;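 note: per-cell ratio of nuclear to cytoplasmic median beta-catenin stain intensity; plate controls were DMSO negative control for no effect and GSK-3 inhibitor IX positive control for full effect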
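Technique: fluorescence imaging of beta-catenin antibody stain plus DAPI / Material: human HeLa cell line / Incubation: compound treatment 24 h, 37°C, 5% CO2 / Read-out basis: % activation of per-cell nuclear versus cytoplasmic median beta-catenin signal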
Insulin prom up = MIN6 insulin promoter up-regulation. MIN6 insulin promoter-GFP reporter, high-content imaging; active compounds read high. z-score at 5 µM. actives 0.3% (n = 190,000);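 active = z-score above 3 at 5 µM with at least 500 cells counted in the well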
CSM14.1 death rescue = protection against thapsigargin-triggered cell killing – 384-well, CSM14.1, ATP luminescence, primary screen (AID 1222); 190,000 tested, under 10 active; CSM14.1 thapsigargin-induced death rescue, ATP luminescence; higher % means a stronger effect; one-dose cellular ATP content (survival), % at 20 µM; EC50 in µM for titrated hits;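 active = EC50 below 50 µM in the dose-response confirmation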;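 note: death triggered by thapsigargin at about 15 µM added after 2 h compound pretreatment; cell ATP read after overnight thapsigargin exposure of roughly 18 to 22 hours; normalized against plate controls of thapsigargin alone and 5% DMSO vehicle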
Dynein transport cytoplasmic EGFP = second read-out of Dynein transport, no call of its own (marks repeat the call); z-score; measured here: cytoplasmic GR-EGFP intensity; active compounds read high
Dynein transport nuclear GR-EGFP = also measured in Dynein transport; calls as there; z-score; measured here: nuclear GR-EGFP intensity;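 lower value marks the stronger effect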
Dynein transport cell count = also measured in Dynein transport; calls as there; z-score; measured here: cell count per field
Insulin prom up cell count = also measured in Insulin prom up; calls as there; cell count; measured here: cytotoxicity, nuclei count;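 total cells summed across four imaged fields per well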
Lipid droplet cells 6.5 µM = further read-out of Lipid droplet, marked with its call; cell count; measured here: cell count, cytotoxicity flag;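 cells counted across two imaged fields per well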
b-catenin transl cell count 5 µM = further read-out of b-catenin transl, marked with its call; cell count; measured here: cell count, cytotoxicity flag
T cell modulator vesicle-bound % = also measured in T cell modulator; calls as there; double positive events, %; measured here: CD8+ vesicle-bound cell fraction;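 binding gate set so that unloaded-vesicle control wells show 10% double positive cells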
MT stabilizer Hoechst-high % = also measured in MT stabilizer; calls as there; % Hoechst-high responders; measured here: nuclear condensation Hoechst responders;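 share of cells brighter than vehicle mean plus two SD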
MT stabilizer cytotoxicity % = second read-out of MT stabilizer, no call of its own (marks repeat the call); toxicity, %; measured here: cytotoxicity by cell density;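 0% = mean cell density of plate MIN control wells and 100% = no cells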
Autophagy mod cell loss 18 h = also measured in Autophagy mod; calls as there; toxicity, %; measured here: cell loss, nuclei count;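 cell loss after 18 h compound exposure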
* = called active by the depositor; i = inactive; nt = not tested or not shown. Rows were taken by chance. About 3% of those tested had a hit in this group.

SMILES	T cell modulator	T cell modulator vesicle-bound %	MT stabilizer	MT stabilizer Hoechst-high %	MT stabilizer cytotoxicity %	Autophagy mod	Autophagy mod cell loss 18 h	PhoP inhibition	Lipid droplet	Lipid droplet cells 6.5 µM	Dynein transport	Dynein transport cytoplasmic EGFP	Dynein transport nuclear GR-EGFP	Dynein transport cell count	b-catenin transl	b-catenin transl cell count 5 µM	Insulin prom up	Insulin prom up cell count	CSM14.1 death rescue
Cc1onc(-c2c(F)cccc2Cl)c1C(=O)c1ccccc1O	i	59	nt	nt	nt	nt	nt	-1%	3	715	0.048	-0.28	-0.2	0.2	9.8	854	-0.1	1360	nt
Cc1cccc(NC(=O)NC(C)C(c2ccccc2)N2CCN(C)CC2)c1 (stereo unspecified)	i	28	3.0	1.8	0.5	i	-2	6%	-23	654	2.4	-0.04	1.9	-1.8	-2.5	937	-0.33	1589	-1.1%
O=C(c1ccc(F)cc1)c1cnc(Nc2ccccc2)s1	i	42	4.5	3.2	2.8	i	-12	1%	-8	685	1.3	-0.068	1.2	-2.5	0.0	1060	-1.8	1181	2.7%
O=C1NC(=Nc2ccccc2)S/C1=C/c1cccnc1	i	16	2.4	2.0	1.2	i	-13	-5%	-5	682	-0.14	-0.22	-0.11	0.83	-2.8	1076	-0.76	1323	nt
O=C(Cn1c(=O)oc2cc(S(=O)(=O)NCc3ccccc3)ccc21)N1CCCC1	i	24	nt	nt	nt	nt	nt	-8%	-9	728	-5.2*	0.29*	-3.1*	-0.033*	0.9	1296	-0.35	1063	nt
Nc1ccccc1-c1nnc(-c2ccccc2N)n1N	i	6	3.3	2.6	12	i	-4	-3%	13	681	0.11	-0.2	0.77	-1.4	3.3	837	-0.42	1452	-0.9%
O=C(O)Cc1cc2c(s1)CCCCC2	i	25	1.5	1.8	8.1	i	3	14%	nt	nt	-0.21	-0.12	-0.29	-0.079	nt	nt	nt	nt	0.7%
C=CCn1c(SCc2nc3cc(C(F)(F)F)ccc3c(=O)[nH]2)nc2sc(CC)cc2c1=O	i	46	2.2	2.2	14	i	3	-10%	1	674	0.33	-0.19	0.24	-0.61	8.9	444	-0.14	1320	0.7%
C=CCn1c(SCc2nc3sc(C(=O)O)c(C)c3c(=O)[nH]2)nnc1-c1ccc(C(C)(C)C)cc1	i	55	nt	nt	nt	nt	nt	-3%	10	729	1.3	0.044	0.67	-1.1	-2.5	1200	0.17	1470	nt
COc1ccc(N=Nc2n(C)c3ccccc3[n+]2C)cc1	nt	nt	nt	nt	nt	nt	nt	-6%	12	716	2.2	-0.13	0.86	-2	3.4	1142	-1.1	989	nt
CCOC(=O)N1CCN(S(=O)(=O)c2ccc(OCC)c(C)c2)CC1	i	15	4.5	2.4	5.2	i	67	2%	4	724	0.098	-0.23	-0.063	-0.29	-2.2	1016	0.25	1718	-1.6%
Cc1csc(NC(=O)c2ccc(N3CCCC3=O)cc2)n1	i	45	2.1	2.9	8.9	i	-3	0%	-27	691	-0.34	-0.23	-0.24	0.73	-4.2	1162	0.09	1227	-5.2%
N#Cc1ccccc1S(=O)(=O)N1CCN(c2ccc(S(=O)(=O)N3CCOCC3)cn2)CC1	i	35	2.0	1.9	8.2	i	41	-3%	nt	nt	-0.096	-0.2	0.11	-0.024	-1.3	1159	0.1	915	3.2%
O=c1oc2ccccc2c2c1nnn2CCO	i	27	1.1	2.1	10.0	i	-10	-3%	32	677	-0.51	-0.38	-0.19	0.69	0.9	1058	-0.31	1445	-0.1%
CCc1ccc(Nc2n[n+](C)c(-c3ccc(C(=O)O)cc3)s2)cc1	nt	nt	nt	nt	nt	nt	nt	4%	10	658	-0.15	-0.86	-0.13	0.25	-0.6	1288	-0.44	1031	nt
CSc1cc(-c2ccccc2)n(Cc2ccc(Cl)cc2Cl)c(=O)c1C#N	i	59	2.0	2.5	11	i	6	5%	6	781	1	-0.031	0.23	-1.6	nt	nt	-0.23	872	-0.7%
CN(c1ccc(OCC(=O)NC2=NCCS2)cc1)S(=O)(=O)c1ccc(F)cc1	i	49	nt	nt	nt	nt	nt	-2%	15	695	0.29	-0.21	0.043	-0.7	0.0	1390	0.12	997	nt
Fc1ccc(-c2csc(-c3ccccn3)n2)cc1F	i	20	4.3	1.4	6.3	i	-19	-2%	4	707	2.5	1.3	2.2	-1.9	-0.5	1146	0.12	1245	-14%
CCCCCCCC(=O)OCC(O)CO (stereo unspecified)	i	11	5.1	1.6	9.6	i	0	-5%	-8	564	0.55	-0.23	0.7	0.051	nt	nt	nt	nt	-1.7%
O=C1/C(=C/c2cccnc2)CCC/C1=C\c1cccnc1	i	43	29*	46*	25*	i	17	2%	1	741	-0.23	-0.18	-0.43	-0.33	-2.5	578	-0.75	696	6.7%
O=C(NCc1ccccn1)Nc1cccc(Cl)c1	i	13	4.7	2.7	0.8	i	11	34%	nt	nt	-0.23	-0.22	0.16	0.14	0.2	1159	0.21	1105	1.4%
O=C(NC1CC1)C1=C[C@H](c2ccc3c(c2)OCO3)C[C@H](OCc2ccc(CO)cc2)O1	i	31	4.3	1.3	12	i	-11	-6%	-47	727	0.34	-0.28	0.45	-0.44	-3.6	1182	0.31	1411	2.9%
O=C(COc1cccc(F)c1)N1c2ccccc2Sc2ccccc21	i	10	2.0	1.6	0.3	i	-3	12%	-8	721	-0.54	0.11	-0.58	0.59	nt	nt	-1.4	1272	0.1%
COc1cnc(SCCC(F)=C(F)F)[nH]c1=O	i	56	2.9	2.2	8.2	i	-4	2%	26	652	2.6	-0.29	1.1	-2.4	0.4	1091	0.25	1358	0.2%
Cc1ccc(C)c(NC(=O)c2nnn(Cc3ccccc3C)c2N)c1	i	39	4.3	3.3	3.2	i	-14	6%	nt	nt	-0.065	-0.32	0.18	0.11	2.4	1361	0.52	1212	-0.3%
Cc1cc(C)n(C)c(=O)c1C#N	i	56	3.0	2.7	9.5	i	3	-8%	nt	nt	-0.05	-0.33	0.13	-0.38	0.5	1023	0.63	1075	-0.8%
CC(C)CNC(=O)CC(c1ccccc1)c1c(O)ccc2ccccc12 (stereo unspecified)	i	0	4.3	1.6	3.7	i	4	-1%	nt	nt	-0.62	-0.17	-0.98	0.023	-0.2	1321	-0.59	1475	-0.8%
N#Cc1cc2c(nc1SCC(=O)Nc1sc3c(c1C#N)CCC3)CCCC2	i	48	2.0	1.1	9.9	i	-1	24%	nt	nt	-0.18	-0.18	0.7	0.2	1.0	1358	-0.72	1510	1.3%
CN(CC(=O)Nc1ccc(C#N)cc1)Cc1ccc(Cl)cc1Cl	i	47	1.7	1.7	6.2	i	-9	19%	4	786	1.7	-0.24	1.5	-0.99	-3.6	1132	-0.84	925	2.0%
O=C(NC(=S)N1CCN(c2nc(-c3ccccc3)cs2)CC1)c1cncc(Br)c1	i	30	3.1	2.0	2.5	i	-7	-6%	-52	735	0.56	-0.23	0.18	-0.19	0.8	1551	-0.4	1007	30%
CC1=C(C(=O)OC(C)C)C(C)C(C(=O)OC(C)C)=C(C)N1	i	39	4.4	2.1	7.0	i	13	10%	nt	nt	-0.44	-0.16	0.0075	0.12	-2.3	1189	nt	nt	2.0%
COc1cccc(C(=O)Nc2ccc(C)cc2)c1	i	11	4.5	8.2	97	i	1	3%	-3	661	0.28	-0.24	0.65	1.6	nt	nt	0.06	1359	nt
CC1(C)CC(=O)c2cc(OCC(=O)O)ccc2O1	i	15	5.5	3.5	8.4	i	-22	24%	nt	nt	1.8	-0.17	1.2	-1.4	1.0	726	-0.76	1235	-0.4%
COc1ccc(CNC(=O)CN2CCN(C(c3ccccc3)c3ccccc3)CC2)cc1	i	32	2.5	1.0	2.4	i	-7	10%	-21	691	0.036	-0.26	-0.3	1.4	-3.0	1093	-1.1	1197	-2.3%
CS(=O)(=O)c1ccc2nc(NC(=O)c3ccc(N4CCCC4=O)cc3)sc2c1	i	58	nt	nt	nt	nt	nt	-13%	4	762	-0.62	-0.22	-0.38	0.72	-3.6	1220	-0.1	1470	nt
O=S(=O)(c1ccccc1)N1CCN(c2ccnc3cc(Cl)ccc23)CC1	i	49	3.9	3.3	3.4	i	22	1%	0	573	-0.21	-0.26	0.23	0.59	0.3	1388	-1.6	1227	5.3%

An excerpt from the list above:
SMILES	T cell modulator	T cell modulator vesicle-bound %	MT stabilizer	MT stabilizer Hoechst-high %	MT stabilizer cytotoxicity %	Autophagy mod	Autophagy mod cell loss 18 h	PhoP inhibition	Lipid droplet	Lipid droplet cells 6.5 µM	Dynein transport	Dynein transport cytoplasmic EGFP	Dynein transport nuclear GR-EGFP	Dynein transport cell count	b-catenin transl	b-catenin transl cell count 5 µM	Insulin prom up	Insulin prom up cell count	CSM14.1 death rescue
CS(=O)(=O)c1ccc2nc(NC(=O)c3ccc(N4CCCC4=O)cc3)sc2c1	i	58	nt	nt	nt	nt	nt	-13%	4	762	-0.62	-0.22	-0.38	0.72	-3.6	1220	-0.1	1470	nt
O=S(=O)(c1ccccc1)N1CCN(c2ccnc3cc(Cl)ccc23)CC1	i	49	3.9	3.3	3.4	i	22	1%	0	573	-0.21	-0.26	0.23	0.59	0.3	1388	-1.6	1227	5.3%
